# Pin1 inh: blocks the human prolyl isomerase Pin1 | Pin1 FP peptide displacement, HiFluor488, 10 min | Potency, µM (top dose mostly 115 µM), without a hit: at the highest dose activity, negative = inhibition, actives largely listed as inhibitors | Q13526 | 390,000 tested, 0.009% active | AID 504891; active means well fitted inhibition curve with a large enough effect in the polarisation, with a control signal flat, not every such curve was filed as active; inconclusive means small, poorly fitted or top-dose-only effect, or effect the other way, or a change in a side signal; inactive means no such curve, though single readings can be large or run the other way; the % refers to the polarisation; further: on the % scale 0 is the no-effect control and ±100 the full control effect
# HP1b binding inh: blocks HP1-beta chromodomain binding to methylated histone tails; P83916; AlphaScreen HP1-beta / biotin-H3K9me3 peptide binding; Potency, µM (titrated, usually from 114 µM), without a hit: top-dose activity change, negative = inhibition, hits mostly inhibitors; 390,000 tested, 0.56% active; AID 540317; further: nearly all actives have a fitted effect of over 70% in size; inactives centre near 23
#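 AlphaScreen: HP1-beta (50 nM) preformed 30 min with biotin-H3(1-18)K9me3 peptide (50 nM) in PBS pH 7.4, 0.01% Tween-20. Compound added for 30 min at RT, then streptavidin donor/nickel chelate acceptor beads (10 ug/mL) for 30 min.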
# BLM inh: blocks DNA unwinding by human BLM helicase | P54132 | 350,000 tested, 0.2% active | recombinant BLM DNA unwinding, fluorescence dequenching | Potency, µM (series often up to 56.1 µM), for the others: at the highest dose activity change, negative = inhibition, actives largely listed as inhibitors;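 further: plate controls were vehicle for no effect and no enzyme for full effect; nearly all actives have a fitted effect of over 35% in size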
# Target sequence (P54132 whole entry, looked up): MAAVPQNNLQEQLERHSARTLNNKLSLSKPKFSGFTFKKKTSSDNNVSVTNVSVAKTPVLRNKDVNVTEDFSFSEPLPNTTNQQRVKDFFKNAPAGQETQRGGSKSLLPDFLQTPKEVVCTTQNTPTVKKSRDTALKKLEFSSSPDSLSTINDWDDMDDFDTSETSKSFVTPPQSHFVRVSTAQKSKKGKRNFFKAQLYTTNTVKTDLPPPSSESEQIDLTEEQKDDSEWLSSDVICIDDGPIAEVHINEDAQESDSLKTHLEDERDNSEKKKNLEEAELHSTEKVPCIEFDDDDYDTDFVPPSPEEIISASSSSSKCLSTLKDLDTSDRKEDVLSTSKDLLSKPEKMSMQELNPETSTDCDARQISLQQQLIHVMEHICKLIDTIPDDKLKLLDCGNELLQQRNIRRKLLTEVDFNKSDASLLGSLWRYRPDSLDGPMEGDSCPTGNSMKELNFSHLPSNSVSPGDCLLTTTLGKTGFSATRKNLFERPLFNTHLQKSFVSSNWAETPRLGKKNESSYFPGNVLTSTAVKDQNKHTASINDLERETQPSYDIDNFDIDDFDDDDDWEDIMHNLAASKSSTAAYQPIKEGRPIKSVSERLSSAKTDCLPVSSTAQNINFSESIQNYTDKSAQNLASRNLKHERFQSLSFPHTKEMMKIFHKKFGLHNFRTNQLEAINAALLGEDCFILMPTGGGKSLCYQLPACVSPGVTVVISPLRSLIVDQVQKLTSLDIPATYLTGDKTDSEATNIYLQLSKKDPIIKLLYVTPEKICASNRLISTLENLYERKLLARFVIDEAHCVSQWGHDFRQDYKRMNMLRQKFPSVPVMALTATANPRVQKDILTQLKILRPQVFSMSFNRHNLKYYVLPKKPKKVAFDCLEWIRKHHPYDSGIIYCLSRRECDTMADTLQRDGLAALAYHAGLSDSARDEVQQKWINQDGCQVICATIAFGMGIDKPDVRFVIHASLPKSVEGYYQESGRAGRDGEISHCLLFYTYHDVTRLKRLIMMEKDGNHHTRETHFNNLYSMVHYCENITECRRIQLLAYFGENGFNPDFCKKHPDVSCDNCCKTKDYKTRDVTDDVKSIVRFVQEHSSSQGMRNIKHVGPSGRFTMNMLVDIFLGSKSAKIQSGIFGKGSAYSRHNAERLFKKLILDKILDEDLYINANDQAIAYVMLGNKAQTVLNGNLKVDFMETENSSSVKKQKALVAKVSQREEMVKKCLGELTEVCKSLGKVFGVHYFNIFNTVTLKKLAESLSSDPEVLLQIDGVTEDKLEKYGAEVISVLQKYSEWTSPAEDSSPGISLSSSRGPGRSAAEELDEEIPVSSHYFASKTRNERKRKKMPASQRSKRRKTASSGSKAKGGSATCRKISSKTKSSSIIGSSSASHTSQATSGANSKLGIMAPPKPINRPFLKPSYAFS
# JMJD2A Tudor: JMJD2A Tudor domain (human) inhibition. O75164. AlphaScreen JMJD2A-Tudor / H3K4me3 peptide binding. Potency, µM (doses to about 114 µM), for inactives: at the highest dose activity change, negative = inhibition, actives largely listed as inhibitors. 390,000 tested, 4.4% active. AID 504339; further: on the % scale 0 is the no-effect control and ±100 the full control effect; nearly all actives have a fitted effect of over 50% in size
# POLI inh: blocks human DNA polymerase iota activity | Q9UNA4 | Potency, µM (series often up to 115 µM), without a hit: at the top dose activity, negative = inhibition, hits mostly inhibitors | Pol iota fluorescent replication assay, 10 min | AID 588590 | 390,000 tested, 1% active
#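 Fluorescent replication assay read twice, at 0 min and 10 min after adding 50 nM (final) substrate. Enzyme (10 nM) and compounds were first incubated 15 min at room temperature; enzyme-free buffer wells were negative controls.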
# GLS inhibitor: glutaminase GLS (human) inhibition; O94925; GLS enzymatic activity, qHTS titration; Potency, µM (titrated, usually from 45.5 µM), for the others: at the highest dose activity change, negative = inhibition, usual class: inhibitors; 410,000 tested, 0.21% active; further: on the % scale 0 is the no-effect control and ±100 the full control effect
#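 Compounds were pin-transferred onto hKGA, after which L-glutamine (1 mM solution) and a detection mix of glutamate oxidase, HRP and Amplex Red were added. Initial and 30 min RT fluorescence reads were collected.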
# G9a block: inhibitors of human histone lysine methyltransferase G9a. G9a H3K9 monomethylation, AlphaScreen, 2 h. Q96KQ7. 350,000 tested, 8.8% active. AID 504332. Potency, µM (top dose mostly 102 µM), without a hit: at the highest dose activity, negative = inhibition, hits mostly inhibitors; further: on the % scale 0 is the no-effect control and ±100 the full control effect; nearly all actives have a fitted effect of over 75% in size
#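 Chemiluminescent proximity detection of H3K9 monomethylation, read after 10 min bead incubation in the dark. Reaction: 20 nM G9a, 500 nM biotin-H3K9 peptide, 20 uM SAM cofactor, 2 h, room temperature, following 15 min enzyme-compound preincubation.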
# Tb PGK inh: T. brucei PGK inhibition; PGK/GAPDH coupled, Kinase-Glo luminescence, 60 min; 380,000 tested, 0.043% active; P07378; Potency, µM (titrated, usually from 57.5 µM), inactives show at the highest dose activity change, negative = inhibition, hits mostly inhibitors; further: on the % scale 0 is the no-effect control and ±100 the full control effect; nearly all actives have a fitted effect of over 60% in size
#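 Luminescent ATP detection (Kinase-Glo Plus) follows a 60-minute room-temperature incubation, with wells lacking PGK as controls. Buffer: 100 mM TEA (pH 7.6), 5 mM MgCl2, 0.01% Tween-20. Coupling enzyme GAPDH (100 nM final) supplies unstable 1,3-BPG in-well.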
# BAZ2B block: inhibitors of human BAZ2B bromodomain; Potency, µM (titrated, usually from 114 µM), for the others: at the highest dose activity change, negative = inhibition, most hits filed as inhibitors; 360,000 tested, 4.4% active; Q9UIF8; AlphaScreen BAZ2B-H3K14Ac peptide displacement; further: on the % scale 0 is the no-effect control and ±100 the full control effect; nearly all actives have a fitted effect of over 60% in size
#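 Inhibition is scored as reduced AlphaScreen emission. The BAZ2B/b-H3(5-23)K14Ac complex (50 nM each) in PBS pH 7.4, 0.01% Tween-20 meets compound (up to 110 uM) for 30 min at RT before bead addition.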
# * marks the source's active call; other numbers are inactive results; i = inactive; ? = inconclusive; / = not tested or not shown; & = joins results of further samples; [ ] = dose if it differs, or a comment. Unless noted, the call rests on the fitted dose curve; in most records, active means well fitted curve in the direction sought with a large enough effect; inconclusive means small, poorly fitted or top-dose-only effect, or another doubt; inactive means no such curve, though single readings can be large; an effect the other way counts as inactive or inconclusive. Potency means the concentration at half of the fitted maximal effect. The list is partial, so the mix of outcomes need not match the whole.
1	COc1ccccc1NC(=O)c1ccc2c(O)c(S(=O)(=O)c3ccccc3)c(=O)[nH]c2c1
2	CCN(CC(=O)NC(C)C)C(=O)C(CCSC)NC(=O)c1cccc(C)c1 (configuration not stated)
3	COc1cc(NC(=O)NCC2CCN(Cc3ccccc3Cl)CC2)cc(OC)c1OC
4	CCO[C@@H]1OC(C(=O)N2CCOCC2)=C[C@H](c2ccc(C(F)(F)F)cc2)[C@H]1CCCO
5	CCCn1c(SCC(=O)N(C)CC(=O)Nc2ccc(C)cc2)n[nH]c1=O
6	COc1ccc(S(=O)(=O)Cc2ccc(C(=O)N3CCN(c4ccc(Cl)cc4)CC3)o2)cc1
7	CCCn1nnc(NC(=O)c2ccc(-c3cccc(Cl)c3)o2)n1
8	COc1ccc(/C=C/C(=O)c2ccccc2)cc1COc1ccccc1F
screen / no.	1	2	3	4	5	6	7	8
BAZ2B block	-19%	4%	4%&-21%	-9%	10%	-10%	-32%	15%
HP1b binding inh	56%[activator]	7%	14%&18%	43%[activator]	51%[activator]	29%	8%	44%
BLM inh	1%	-2%	-10%&0%	-2%	/	-7%	-1%	-11%
Pin1 inh	2%	?	-2%&-4%	-1%	-9%	?	1%	10%
G9a block	?	17%[59 µM]	19%[2.33 µM]	10%[12.7 µM]	-2%[59 µM]	?	16%[59 µM]	/
GLS inhibitor	61%[activator]	-5%	3%&22%	-2%	-4%	16%	5%	0%
POLI inh	33%[activator]	-5%	-2%&14%	4%	-12%	6%	29%	6%
JMJD2A Tudor	-9%	-9%	-19%&-2%	-9%	4%	-27%	-14%	-16%
Tb PGK inh	i	-8%	4%&-3%	-9%	i	i	-9%	5%

# Shown with values under each structure: 5 of the compounds above.
# Values run as follows: BAZ2B block	HP1b binding inh	BLM inh	Pin1 inh	G9a block	GLS inhibitor	POLI inh	JMJD2A Tudor	Tb PGK inh
2) CCN(CC(=O)NC(C)C)C(=O)C(CCSC)NC(=O)c1cccc(C)c1 (configuration not stated)
    4%	7%	-2%	?	17%[59 µM]	-5%	-5%	-9%	-8%
3) COc1cc(NC(=O)NCC2CCN(Cc3ccccc3Cl)CC2)cc(OC)c1OC
    4%&-21%	14%&18%	-10%&0%	-2%&-4%	19%[2.33 µM]	3%&22%	-2%&14%	-19%&-2%	4%&-3%
4) CCO[C@@H]1OC(C(=O)N2CCOCC2)=C[C@H](c2ccc(C(F)(F)F)cc2)[C@H]1CCCO
    -9%	43%[activator]	-2%	-1%	10%[12.7 µM]	-2%	4%	-9%	-9%
5) CCCn1c(SCC(=O)N(C)CC(=O)Nc2ccc(C)cc2)n[nH]c1=O
    10%	51%[activator]	/	-9%	-2%[59 µM]	-4%	-12%	4%	i
6) COc1ccc(S(=O)(=O)Cc2ccc(C(=O)N3CCN(c4ccc(Cl)cc4)CC3)o2)cc1
    -10%	29%	-7%	?	?	16%	6%	-27%	i

# (cont.)
9	O=C1[C@@H](Oc2ccccc2)[C@@H](c2cccnc2)N1c1ccccc1
10	COc1ccc(C2/C(=C(/O)c3ccc(F)cc3)C(=O)C(=O)N2CCCN(C)C)cc1 (configuration not stated)
11	COc1ccc(C(=O)Nc2cc(C)on2)cc1
12	Cn1cc([N+](=O)[O-])c(C(=O)Nc2cc(Oc3cccnc3)cc([N+](=O)[O-])c2)n1
13	O=C(CCS(=O)(=O)c1cc(Br)cc2c1N(C(=O)C1CC1)CC2)N1CCN(c2cccc(C(F)(F)F)c2)CC1
14	COc1cccc(/C(C)=N/Nc2ncc(Cl)cc2Cl)c1
15	O=c1[nH]c2cc3c(cc2cc1CN(Cc1nnnn1CC1CCCO1)C1CCCC1)OCO3 (configuration not stated)
16	CCOc1ccc2nc(SC3CC(=O)N(c4cccc(OC)c4)C3=O)sc2c1 (configuration not stated)
screen / no.	9	10	11	12	13	14	15	16
BAZ2B block	/	/	16%	?	-31%	-31%	-8%	3%
HP1b binding inh	33%	18%	13%	11%	2%	-1%	14%	39%[activator]
BLM inh	/	/	-2%	1%	-5%	2%	0%	-10%
Pin1 inh	-1%	0%	0%	-1%	4%	-10%	1%	31%[activator]
G9a block	/	/	-1%[59 µM]	45µM*	-28%[59 µM]	48%[activator][59 µM]	13µM*	10µM*
GLS inhibitor	-2%	0%	-14%	8%	-15%	12%	7%	1%
POLI inh	22%	0%	2%	18%	-9%	-3%	7%	7%
JMJD2A Tudor	3%	-7%	-16%	-19%	-15%	-12%	-4%	-28%
Tb PGK inh	-4%	-6%	-11%	-5%	0%	-7%	-5%	i

17	O=C(Nc1c(Cl)cccc1Cl)c1cccc2c1C(=O)N(C1CCCCC1)C2
18	O=C(CSc1nc2ccccc2[nH]1)Nc1ccc(F)c(F)c1
19	Cc1cc(C)c2c(CC(=O)NN(C)C)coc2c1
20	COc1ccccc1C(C)NC(=O)c1cc(=O)[nH]c2ccccc12 (configuration not stated)
21	O=C(NCc1ccncc1)c1ccc(N2CCCC2)c([N+](=O)[O-])c1
22	CCOC(=O)c1sc2ncn(CC(=O)Nc3cc(C)on3)c(=O)c2c1C
23	O=C(COC(=O)c1ccc2ccccc2c1)NCCCc1ccccc1
24	Cc1ccc(N(C(=O)c2csnn2)C(C(=O)NC(C)(C)C)c2cccnc2)cc1C (configuration not stated)
screen / no.	17	18	19	20	21	22	23	24
BAZ2B block	/	9%	-6%	?	/	-4%	-4%	-28%
HP1b binding inh	28%	11%	15%	36%	-8%	31%	14%	40%[activator]
BLM inh	-9%	-12%	-9%	-1%	1%	/	-13%	-1%
Pin1 inh	7%	?	1%	?	3%	39%[activator]	33%[activator]	-9%
G9a block	0%[59 µM]	1%[59 µM]	-11%[59 µM]	-40%	10%	9%[59 µM]	23%[59 µM]	10%
GLS inhibitor	-10%	-1%	5%	-2%	-12%	-5%	-2%	-2%
POLI inh	18%	29%	-14%	27%	36%[activator]	8%	10%	52%[activator]
JMJD2A Tudor	-9%	-17%	-6%	-13%	-20%[11.4 µM]	-14%	16%	-11%
Tb PGK inh	-4%	/	-1%	-2%	-6%	i	-3%	16%

25	CCN(CC)S(=O)(=O)c1cccc(C(=O)c2c(C)cc3ccccn23)c1
26	COC(=O)c1ccccc1-c1cn(C)c2ccccc2c1=O
27	Cc1cc(=O)oc2c3c4c(cc12)OCCN4CCC3
28	CCOC(=O)c1ccc(N2C(=O)c3n[nH]c(-c4ccco4)c3C2c2cccc(O)c2)cc1 (configuration not stated)
29	COc1ccc(NC(=O)c2c(-c3ccc(C)cc3)nnc3ccccc23)cc1OC
30	CC(C)Cn1nc(NC(=O)C(C)(C)C)c2cc3ccccc3nc21
31	CCOc1ccc2ncc(S(=O)(=O)c3ccccc3)c(N3CCN(c4ccc(OC)cc4)CC3)c2c1
32	COc1cc(S(=O)(=O)N(CCc2ccccc2)Cc2cccs2)ccc1-n1cnnn1
screen / no.	25	26	27	28	29	30	31	32
BAZ2B block	-2%	-37%	37%	/	-2%	53%[activator]	10µM*	-3%
HP1b binding inh	50%[activator]	24%	82%[activator]	-20%	68%[activator]	241%	?	18%
BLM inh	-8%	0%	?	-7%	-1%	-1%	-7%	0%
Pin1 inh	7%	-4%	?	35%[activator]	4%	5%	12%	-4%
G9a block	19%[59 µM]	0%	?	?	8%[59 µM]	33%[activator]	?	1%[59 µM]
GLS inhibitor	-7%	-13%	1%	14%	5%	0%	3%	-1%
POLI inh	14%	34%[activator]	-2%	-19%	10%	2%	-5%	34%[activator]
JMJD2A Tudor	-15%	2%	16%	?	-11%	16%[57.1 µM]	?	-4%
Tb PGK inh	-9%	-9%	-1%	-3%	10%	-10%	-2%	-4%

# Exported field by field: entries from further up.
25. CCN(CC)S(=O)(=O)c1cccc(C(=O)c2c(C)cc3ccccn23)c1
  BAZ2B block: -2%; HP1b binding inh: 50%[activator]; BLM inh: -8%; Pin1 inh: 7%; G9a block: 19%[59 µM]; GLS inhibitor: -7%; POLI inh: 14%; JMJD2A Tudor: -15%; Tb PGK inh: -9%
26. COC(=O)c1ccccc1-c1cn(C)c2ccccc2c1=O
  BAZ2B block: -37%; HP1b binding inh: 24%; BLM inh: 0%; Pin1 inh: -4%; G9a block: 0%; GLS inhibitor: -13%; POLI inh: 34%[activator]; JMJD2A Tudor: 2%; Tb PGK inh: -9%

# Remaining list, next part
33	O=C(NCc1ccccc1Cl)c1cc(-c2ccccc2)n[nH]1
34	CN[C@H]1CCc2cc(OC)c(OC)c(OC)c2-c2ccc(N(C)CC(OC)OC)c(=O)cc21
35	COc1ccc(C(=O)Nn2c(SCC(=O)NCc3ccccc3)nc3ccccc3c2=O)cc1
36	CCS(=O)(=O)N1Cc2ccccc2CC1C(=O)OCC(=O)Nc1ccc(C)cc1 (configuration not stated)
37	COc1cc(/C=C2/NC(=O)N(Cc3ccccc3F)C2=O)ccc1Oc1ccc([N+](=O)[O-])cn1
38	Cn1cnc(C(=O)NC2CCN(C(=O)OC(C)(C)C)CC2)c1C(=O)NC1CCN(C(=O)OC(C)(C)C)CC1
39	CCCC(=O)Nc1cccc(Oc2ccc3c(c2)C(=O)NC3=O)c1
40	CC(C)N(C(=O)Cn1cc(S(=O)(=O)CC(=O)NC2CCCCC2)c2ccccc21)C(C)C
41	CCOc1ccc(CNc2nc3ccccc3n2C)cc1
screen / no.	33	34	35	36	37	38	39	40	41
BAZ2B block	-18%	-22%	-1%	-7%	-2%	/	9%	/	-1%
HP1b binding inh	39%	25%	9%	0%	21%	47%[activator]	30%	47%[activator]	36%
BLM inh	-7%	-1%	-6%	-12%	-5%	/	3%	-1%	-1%
Pin1 inh	?	-1%	4%	-8%	0%	2%	-4%	2%	-5%
G9a block	3%[59 µM]	-7%	6%[59 µM]	/	-7%[59 µM]	/	-8%[0.501 µM]	?	/
GLS inhibitor	1%	-8%	0%	-1%	-11%	-7%	-8%	-4%	5%
POLI inh	1%	4%	3%	-6%	-11%	24%	29%	28%	-13%
JMJD2A Tudor	-4%	-22%	-22%	-24%	1%	-12%	1%	-15%	-12%
Tb PGK inh	-4%	-2%	-3%	-8%	-3%	1%	i	-11%	-15%

# High-throughput results deposited in PubChem by National Center for Advancing Translational Sciences (NCATS).
